Screening results deposited in PubChem by several laboratories.
TWEAK Fn14 block = inhibitors of TWEAK-Fn14 signaling, primary screen, luciferase reporter cells, uHTS; inhibition, % at 10 µM; AID 1159606, 2016; 360,000 compounds, 2% hits; TWEAK-stimulated Fn14 reporter cells, luciferase luminescence, 8 h; in the data active = inhibition above about 50%
CF NFkB inh = inhibitors of PAF-induced NF-kB signaling, primary screen, cell-based, GFP fluorescence, uHTS; KKLEB NF-kB-GFP reporter, GFP fluorescence overnight; inhibition, % at 5 µM; 360,000 compounds, 0.86% hits; AID 588850, 2011;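 active = at least 50% inhibition at 5 µM, scaled per plate between neutral and stimulator controls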;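 also: PAF is a Pseudomonas aeruginosa culture filtrate used as stimulus; plate controls were PAF-stimulated DMSO wells for no effect and unstimulated DMSO wells for full effect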
HIF-2a inh = HIF-2a reporter inhibitors, primary screen, luminescence, 786-0 RCC cells | 786-0 RCC cells HIF-2a reporter, luciferase luminescence, overnight | inhibition, % at 18.8 µM | 360,000 compounds, 0.72% hits;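 active = inhibition of the luminescence signal of 40% or more relative to plate controls, in a single-dose primary screen at 18.75 µM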
Shn3 inh set2 = reduction of Shn3 3'UTR firefly luciferase signal, primary screen, Schnurri-3 inhibitor project, cell-based, Clone20 osteoblasts, set 2 | Clone20 osteoblast Shn3 3'UTR firefly luciferase, 24 h | inhibition, % at 12.5 µM | 360,000 compounds, 0.52% hits;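 active = mean inhibition of at least 75% with every replicate also reaching 75%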;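 also: 0% = median of neutral control wells and 100% = pilot-screen positive control compound; some compounds past the cut are filed as inactive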
NR2E3 ag-1 = NR2E3 agonists in two-hybrid cells, primary screen, cell-based, luminescence, CHO-S, Gal4-NCOR/VP16-NR2E3; 360,000 compounds, 0.35% hits; luciferase; AID 602229, 2012; Photoreceptor-specific nuclear receptor (Homo sapiens), Q9Y5X4; inhibition of corepressor binding, % at 3.98 µM;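 active = inhibition above the mean of all tested compounds plus 3 SD, cut at about 70% in these data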;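 also: 0% = DMSO with NR2E3 transfected cells and 100% = cells lacking NR2E3 construct; higher means lower luciferase signal from less NR2E3 corepressor binding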
Target sequence (Q9Y5X4 whole entry, looked up, the tested form may be a part): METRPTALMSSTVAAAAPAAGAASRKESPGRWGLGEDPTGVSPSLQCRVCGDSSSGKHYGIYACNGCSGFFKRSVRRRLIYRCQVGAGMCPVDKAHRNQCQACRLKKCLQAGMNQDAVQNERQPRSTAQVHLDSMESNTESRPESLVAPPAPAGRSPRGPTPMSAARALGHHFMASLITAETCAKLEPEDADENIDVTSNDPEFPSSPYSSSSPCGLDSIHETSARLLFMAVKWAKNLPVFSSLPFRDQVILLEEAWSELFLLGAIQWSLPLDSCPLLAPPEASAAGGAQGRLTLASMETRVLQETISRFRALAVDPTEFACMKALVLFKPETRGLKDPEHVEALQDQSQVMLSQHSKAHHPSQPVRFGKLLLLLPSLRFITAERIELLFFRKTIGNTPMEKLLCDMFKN
TRAIL sens C8 = viability loss with TRAIL in NB7+C8 cells, primary screen, TRAIL sensitizer project, cell-based, ATPlite luminescence. inhibition (viability loss, TRAIL sensitization), % at 10 µM. 360,000 compounds, 1% hits;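 active = compounds causing at least 50% loss of cell viability in the single-dose screen, relative to plate controls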
TROY NFkB inh = inhibitors of TROY-driven NF-kB signaling, primary screen, Q293 LMP1-TROYcd cells, NF-kB luciferase, uHTS | Q293 LMP1-TROYcd NF-kB luciferase reporter, 4 h | inhibition, % at 10 µM | 360,000 compounds, 0.98% hits | AID 1347056, 2019;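 active = compounds whose plate-normalised and pattern-corrected inhibition of the luciferase reporter signal at the single screening dose is 50% or more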
Peg3 promoter = Peg3 promoter-driven luciferase inhibitors, primary screen, cell-based, HeLa, luciferase luminescence; HeLa PEG-Prom luciferase reporter, overnight; inhibition, % at 20 µM; 360,000 compounds, 1.7% hits;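 active = inhibition of at least 50% at 20 µM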
MITF TRPM1 inh = inhibitors of MITF-dependent TRPM1 promoter reporter, primary screen, cell-based, SK-MEL-5, single point, luciferase. inhibition, % at 12.5 µM. 330,000 compounds, 0.83% hits. SK-MEL-5 TRPM1 promoter luciferase, 24 h;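 active = mean inhibition across replicates of 60% or more, whatever share of single replicates reaches that level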; also: values of inactives mirror those of a sister screen read the other way
NR2E3 ag-2 = inhibitors of NR2E3-RetCOR corepressor binding, primary screen, NR2E3 agonist project, biochemical, TR-FRET, GST-NR2E3, biotin-RetCOR. Photoreceptor-specific nuclear receptor (Homo sapiens), Q9Y5X4. 1536-well. inhibition of corepressor binding, % at 4.78 µM. 320,000 compounds, 0.12% hits. AID 2300, 2010;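 active = percent inhibition above the cutoff of mean plus 3 SD of all tested compounds, set per screening campaign, cut at about 20% in these data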;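 also: 0% = DMSO wells and 100% = biotin wells as full block of FRET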
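Material – GST-tagged NR2E3 plus biotinylated RetCOR corepressor · Quantity – NR2E3 fusion 1.35 nM · Times – 5 h incubation at 4 °C · Medium – pH 7.5 Tris-based buffer · Technique – TR-FRET, Eu(K)-anti-GST donor, streptavidin-D2 acceptor, ex 340, em 617/671 nm · Benchmarks – high control biotin, low control 0.6% DMSO · Format – 1536-well plates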
KKLEB tox = cytotoxicity in KKLEB CF airway cells, primary screen, cytotoxicity control for CF NF-kB inhibitor project, cell-based, uHTS, fluorescence assay plates. KKLEB CF airway cells viability, ATPlite luminescence, overnight; active compounds read low; cells stimulated with P. aeruginosa culture filtrate. activity change (cytotoxicity), % at 5 µM. 360,000 compounds, 0.36% hits. AID 602141, 2011;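 active = corrected activity change at or below -50% at 5 µM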
Starred values were filed as active, the others as inactive; x = no result given; & = joins results of further samples. Not all compounds are listed; count on the stated rates, not on these rows.

SMILES	TWEAK Fn14 block	CF NFkB inh	HIF-2a inh	Shn3 inh set2	NR2E3 ag-1	TRAIL sens C8	TROY NFkB inh	Peg3 promoter	MITF TRPM1 inh	NR2E3 ag-2	KKLEB tox
CC1CN(Cc2cc(=O)oc3cc(O)ccc23)CC(C)O1 (stereo not drawn)	7	-5	7	5	-23	9	7	11	9	0	7
CCN(CC)S(=O)(=O)c1cccc(-c2nnc(SCCOc3ccc(Cl)cc3)o2)c1	3	-1	27	18	11	5	17	22	9	7	-3
O=C(Nc1ccc(Cl)cc1)c1sccc1-n1cccc1	14	-4	-21	-9	-25	8	-8	-7	17	3	-1
O=C(O)CCC(=O)Nc1ccccc1N1CCOCC1	15	1	14	-2	-7	21	x	0	-5	1	-3
OCc1ncc(-c2ccccc2)s1	-7	-5	-57	-12	-30	13	0	-39	-11	0	-2
C/C(=N/OC(=O)c1cccc(Cl)c1)c1nccs1	5	-3	-2	-11	-23	1	-13	-1	-7	0	6
COC(=O)Nc1cc(C(F)(F)F)ccc1N1CCN(c2ccccc2)CC1	45	15	-29	1	11	26	9	-193	5	-3	-6
COc1ccc(OC)c(NC(=O)c2cccc(S(=O)(=O)N3CCN(C(C)=O)CC3)c2)c1	2	8	13	-5	3	-9	3	15	7	0	3
CCOC1=C2[C@@H](CN(S(=O)(=O)c3ccc(C)cc3)[C@H]2c2ccccc2Cl)[C@H]2C(=O)NC(=O)[C@H]2C1	-7	3	9	-1	28	3	0	-4	x	x	8
Cc1ccc2nc(NC(=O)CSc3nncc(=O)n3N)sc2c1	-6	15	-127	-37	-15	3	-39	-66	-13	3	-15
On1c(-c2ccccc2Cl)nc2ccccc21	-25	23	16	-9	-33	-11	9	2	-27	3	-3
Cc1ccc(S(=O)(=O)N2CCCCC2)cc1NC(=O)c1cc(=O)[nH]c2ccccc12	17	29	17	4	3	-1	13	6	x	0	-16
CCOc1ccccc1NS(=O)(=O)c1ccc2[nH]c(=O)[nH]c2c1	11	-23	16	4	-1	3	-9	16	-8	6	8
CN(Cc1ccon1)C(=O)CC1C(=O)NCCN1CC(C)(C)C (stereo not drawn)	1	4	14	15	-18	-4	0	3	-3	4	-2
O=C1CC(c2ccccc2)CC(O)=C1C=NCc1ccccc1 (stereo not drawn)	-3	-4	14	-12	3	-17	-13	9	-3	3	-1
CC1CCC(NC(=O)CCC(=O)N2CC(C)Oc3ccccc32)CC1 (stereo not drawn)	-22	3	-250	-87	-19	1	-22	-210	-66	1	7
Cc1nn(Cc2cccc(C(=O)NC(C)c3ccc(C(C)(C)C)cc3)c2)c(C)c1[N+](=O)[O-] (stereo not drawn)	7	14	5	22	2	13	17	15	9	-3	-10
CCN1CCc2c(sc(NC(=O)c3ccc(S(=O)(=O)N4CCOCC4)cc3)c2C(N)=O)C1	8	-42	12	3	2	1	5	5	-2	2	3
CNc1nc(-c2ccccc2)cc(-c2ccccc2)n1	7	7	-4	2	-24	-11	9	2	19	6	-1
O=C(Nc1cccc([N+](=O)[O-])c1)c1ccc(N2CCCC2=O)cc1	-20	-37	-69	-16	-7	8	20	-86	-19	-2	19
Cc1ccc(Nc2c(-c3ccco3)nc3nc(C)cc(C)n23)cc1	-5	-18	-7	5	1	6	-33	8	10	1	3
O=C(CCS(=O)(=O)c1ccc(F)cc1)N1CCN(c2ccccc2)CC1	-17	-7	-161	-34	-75	-5	-35	-151	-46	-1	6
CC(C)c1ccc(NC(=O)CC2Oc3ccccc3NC2=O)cc1 (stereo not drawn)	4	5	-37	23	-10	0	-2	-5	7	-2	18
Cc1c(C(=O)NCc2ccc(C#N)cc2)sc(=O)n1Cc1ccc(C(=O)N(C)C)cc1	-9	-12	16	12	22	-13	15	8	x	x	4
O=c1nccc(Nc2ccccc2)[nH]1	10	0	16	-13	-6	2	7	3	-2	-1	-2
CCN(CC)C(=O)C(=O)c1c(-c2ccccc2)[nH]c2ccccc12	-3	-10	11	-16	5	14	4	7	-1	-1	-5
O=C(Cc1cccc(NC(=O)C2CCN(C(=O)C3CCC3)CC2)c1)Nc1cccc(C(=O)N2CCCCC2)c1	2	0	2	2	-14	2	-15	-9	4	x	-3
O=C(COC(=O)c1ccc(Br)o1)Nc1ccc(S(=O)(=O)N2CCCC2)cc1	14	5	19	-1	10	-7	16	6	6	-5	-1
COc1ccc(-c2c(C#Cc3ccsc3)c3cc(Br)ccc3n2C)cc1	-13	-22	1	4	7	1	1	4	10	3	10
O=C(Cn1cncn1)NCCCc1ccccc1	7	1	12	-12	-13	-3	-10	2	-3	8	6
CN(C)c1ccc(C(CNC(=O)c2ccc(-c3ccccc3)cc2)N2CCOCC2)cc1 (stereo not drawn)	2	4	-6	4	-13	0	10	-18	-2	-2	2
COc1ccc(C(=O)C2CC2)cc1	8	-25	3	6	1	-23	-6	-6	-8	x	18
COc1ccccc1C1=CC(=O)CCC1	4	10	-10	-9	-33	-13	4	4	-4	-3	-10
Cc1cccc(C(=O)NNC(=O)c2ccc(Br)cc2)c1	25	11	-52	-9	-16	1	-20	-50	-11	0	0
CCCCCCCn1c2c(c(=N)c3c1CCC3)CCCC2	61*	47	16	44	9	40	48	31	68*	x	-23
COc1ccccc1N(CC(=O)NC1CCCCC1)C(=O)CCC(=O)Nc1ccccn1	-15	14	16	12	12	-4	9	0	2	6	-2
CC1(c2nnc(-c3ccccc3)o2)CC(c2c(Cl)cccc2Cl)=NO1 (stereo not drawn)	-21	0	-69	6	16	5	16	-26	3	3	7
C[C@@H]1CN([C@H](C)CO)S(=O)(=O)c2ccc(C#Cc3ccccc3F)cc2O[C@@H]1CN(C)C(=O)Cc1ccccc1	50*	26	28	17	-8	-23	30	31	x	x	-10
CCc1nn(CCCC(=O)NCc2ccccc2C)c(=O)c2cc3occc3n12	-3	-1	-7	2	11	-10	21	1	-13	-1	2
COc1cc(C(=S)N2CCCC2)ccc1OCC(N)=O	9	-6	18	-16	-4	-3	3	5	2	2	4
COc1cc(/C=N/NC(=O)COc2cccc(F)c2)ccc1OS(=O)(=O)c1ccc(C)cc1	51*	5	-5	45	-21	1	28	26	-7	4	-6
O=C(Nc1ccccc1N1CCCC1)c1cccc(S(=O)(=O)N2CCOCC2)c1	0	-16	9	5	17	-6	-18	-3	6	3	8
O=C(O)C1CC(O)CN1S(=O)(=O)c1ccc2ccccc2c1 (stereo not drawn)	1	-2	9	-10	-13	3	-2	11	2	1	10
COc1cccc(CN2CCN(S(=O)(=O)c3ccc(Cl)s3)CC2)c1	-18	-4	13	-4	-19	-19	-16	16	9	-3	-1
O=C(Cc1ccccc1)N1CCC(c2ccccc2)C1 (stereo not drawn)	-22	-7	-95	-22	-42	6	-18	-73	-44	-1	-4
C/C(Cn1nc([N+](=O)[O-])cc1C)=N\NC(=O)c1ccc(O)cc1O	-3	-4	14	-4	-29	0	-18	3	-1	1	1
O=C(COC(=O)c1cccc(Cl)c1Cl)NCCN1C(=O)CSC1=O	-13	3	22	-13	8	-1	-3	3	7	2	9
Cc1cc(N2CCCC2)nc(-c2ccccc2O)n1	-3	-17	-108	-49	-18	1	-50	-59	-11	0	0
CC(=O)c1ccc(N/C=C\C(=O)c2ccc(C)cc2)cc1	-6	-8	-250	-42	-108	17	14	-270	-87	2	8
CCN(CC(=O)Nc1c(F)cccc1F)C(=O)C1CCC1	-3	-1	7	0	9	-3	-4	-8	-1	4	2
Cc1sc(NC(=O)Cc2ccc3c(c2)OCO3)nc1-c1ccc2c(c1)CCN2C(=O)c1ccccc1F	51*	18	-26	35	0	24	-8	-19	0	6	4
O=C(c1ccc(Cl)s1)N1CCN(c2nc3ccccc3s2)CC1	29	4	-31	31	-1	3	25	-25	1	1	-23
COc1cc(CNc2ccc(N3CCCC3)cc2)cc(Cl)c1OC	32	5	-7	54	-34	8	20	-26	25	-5	-4
Cc1noc(N)c1C(=O)Nc1ccc(F)cc1	1	3	10	-13	-11	0	5	2	1	-2	0
CCCn1nc(C(=O)Nc2cc(C(=O)OC)ccc2C)c2ccccc2c1=O	-36	-3	7	14	3	5	-20	13	-4	0	0
Cn1c(=O)[nH]c(=O)c2c1nc(CN1CCN(c3cccc(Cl)c3)CC1)n2Cc1ccccc1Cl	-3	4	12	-15	-21	17	15	32	13	2	-10
CN(C)CCCNCCCNC(=O)c1ccco1	20&-10	16&2	6&14	49&6	-2&-6	-22&-1	9&5	-7&3	-3&3	0	12&-8
Cc1ccc(C(=O)NCC(=O)OCC(=O)Nc2cc(C)c(C)cc2[N+](=O)[O-])cc1	3	-11	-4	2	2	-5	12	0	1	2	7
COc1ccc(-c2nc(SCC(=O)N3CCCC3)n[nH]2)cc1	2	1	-23	5	-5	-22	5	-15	9	6	2
O=C(COc1cccc2cccnc12)NNC(=O)Nc1ccccc1	-25	-4	10	5	12	-8	11	14	-7	3	-5
Continuation.
SMILES	TWEAK Fn14 block	CF NFkB inh	HIF-2a inh	Shn3 inh set2	NR2E3 ag-1	TRAIL sens C8	TROY NFkB inh	Peg3 promoter	MITF TRPM1 inh	NR2E3 ag-2	KKLEB tox
S=C(NNC(=S)NC1CC2C=CC1C2)NC1CC2C=CC1C2 (stereo not drawn)	-7	5	-57	-23	-12	-15	-12	-28	1	2	-4
COc1ccccc1N1CCN(C(=O)c2cc3c(C)nc4ccccc4c3o2)CC1	45	-2	5	76	68	38	51*	32	17	1	-16
CCOC(=O)c1cc(S(=O)(=O)Nc2cccc(OC)c2)cn1C	13	4	12	54	54	0	11	-4	10	0	-4
CCCS(=O)(=O)NC(=O)C1(C)CCN(C(=O)c2cccc(C(F)(F)F)c2)C1 (stereo not drawn)	13	-17	16	-28	-22	-2	4	6	x	x	4

Entries from the list above that have an aryl thioether with sulfur outside any ring, in the order listed:
SMILES	TWEAK Fn14 block	CF NFkB inh	HIF-2a inh	Shn3 inh set2	NR2E3 ag-1	TRAIL sens C8	TROY NFkB inh	Peg3 promoter	MITF TRPM1 inh	NR2E3 ag-2	KKLEB tox
CCN(CC)S(=O)(=O)c1cccc(-c2nnc(SCCOc3ccc(Cl)cc3)o2)c1	3	-1	27	18	11	5	17	22	9	7	-3
Cc1ccc2nc(NC(=O)CSc3nncc(=O)n3N)sc2c1	-6	15	-127	-37	-15	3	-39	-66	-13	3	-15
COc1ccc(-c2nc(SCC(=O)N3CCCC3)n[nH]2)cc1	2	1	-23	5	-5	-22	5	-15	9	6	2
